Screening data as filed in PubChem BioAssay.
Casp7 inh: qHTS Assay for Allosteric/Competitive Inhibitors of Caspase-7. P55210. recombinant caspase-7, Ac-DEVD-AFC fluorescence rate. Potency, µM (doses to about 57.5 µM), inactives show at the top dose activity change, negative = inhibition, most hits filed as inhibitors. actives 0.02% (n = 75,000); active = well fitted inhibition curve with a large enough effect in the main read-out, with a control signal flat, not every such curve was filed as active; inconclusive = small, poorly fitted or top-dose-only effect, or a change in a side signal; note: potency is the fitted concentration of half-maximal effect; % of control where 0% means no effect
Target sequence (P55210 24-198 limits assumed): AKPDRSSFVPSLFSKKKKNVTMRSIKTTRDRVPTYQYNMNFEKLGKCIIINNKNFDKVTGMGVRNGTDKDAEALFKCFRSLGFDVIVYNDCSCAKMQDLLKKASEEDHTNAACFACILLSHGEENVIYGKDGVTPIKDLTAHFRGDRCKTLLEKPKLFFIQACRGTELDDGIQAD
Target sequence (P55210 207-303 limits assumed): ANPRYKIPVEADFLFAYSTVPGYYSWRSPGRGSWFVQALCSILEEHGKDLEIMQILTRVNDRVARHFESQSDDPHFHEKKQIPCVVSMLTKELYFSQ
Texas Red fluor: qHTS Assay for Spectroscopic Profiling in Texas Red Spectral Region | Compound fluorescence, Texas Red channel, 547/618 nm; active compounds read high | max dye-equivalent concentration, M | actives 0.06% (n = 59,000); in the data active = max dye-equivalent concentration above about 10 nM; inconclusive = between about 1.1 nM and that limit
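Fluorescence at ex 547/em 618 nm, normalized against an on-plate Texas Red standard series to give dye-equivalent concentration per compound concentration. Buffer 100 mM Tris, pH 8.0; 15 min RT incubation before CCD imaging.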
USP2a inh: qHTS Assay for Inhibitors of Ubiquitin-specific Protease USP2a | AID 927, 2007 | actives 0.1% (n = 60,000) | USP2a enzymatic assay, qHTS inhibition | Ubiquitin carboxyl-terminal hydrolase 2 (Homo sapiens), O75604 | Potency, µM (titrated, usually from 38.3 µM), for inactives: at the highest dose activity change, negative = inhibition, hits mostly inhibitors;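 note: potency is the fitted concentration of half-maximal effect; nearly all actives have a fitted effect of over 60% in size; plate controls were DMSO for no effect and NEM full inhibition control for full effect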
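Coupled readout: USP2-cleaved Ub-PLA2 (20nM final) turns over NBD C6-HPC (20uM final), Ex 460nm/Em 535nm after 2.5 h, time-zero read flagging artifacts. Enzyme (20nM final, pH 8.0 Tris) given 30 min RT with compound first; NEM defines full inhibition.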
Fluorescein autfl: qHTS Assay for Spectroscopic Profiling in Fluorescein Spectral Region; Compound autofluorescence, 480/540 nm, fluorescein-equivalent; active compounds read high; max fluorescein-equivalent concentration, M; actives 0.91% (n = 59,000); AID 593, 2007; in the data active = max fluorescein-equivalent concentration above about 10 nM; inconclusive = between about 1.1 nM and that limit
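In this qHTS profile, compound fluorescence was measured with a 480 nm/540 nm filter pair following a 15-min room-temperature incubation in 100 mM Tris (pH 8.0). A six-point fluorescein series on each plate served for normalization.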
HEK293 cAMP ctrl: qHTS Assay for Agonists of the Thyroid Stimulating Hormone Receptor: Activators of Intracellular cAMP Concentrations in Parental HEK 293. parental HEK293 CNG cAMP sensor, membrane potential fluorescence. Potency, µM (titrated, usually from 57.1 µM), for inactives: at the highest dose activation, most hits filed as activators. actives 2.5% (n = 73,000); note: potency is the fitted concentration of half-maximal effect; % of control where 0% means no effect; nearly all actives have a fitted effect of over 55% in size
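Parental HEK 293 cells stably expressing a modified CNG channel (no TSHR) report cAMP rise as membrane depolarization. Membrane potential dye with 100 uM RO 20-1724 was loaded for 60 min at room temperature, then compound added for 30 min; fluorescence read at 590 nm.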
HADH2 inh: qHTS Assay for Inhibitors of HADH2 (Hydroxyacyl-Coenzyme A Dehydrogenase, Type II) | Potency, µM (top dose mostly 57.1 µM), without a hit: top-dose activity change, negative = inhibition, hits mostly inhibitors | recombinant HADH2, NADH fluorescence, beta-hydroxybutyryl-CoA | actives 3.4% (n = 73,000) | 3-hydroxyacyl-CoA dehydrogenase type-2 (Homo sapiens), Q99714; note: potency is the fitted concentration of half-maximal effect; % is set by controls: 0 for no effect and ±100 for the full control effect; nearly all actives have a fitted effect of over 60% in size; many of its hits are not listed in these tables
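Buffer 100 mM Tris-HCl pH 9.0/0.01% Tween-20; HADH2 20 nM; NAD+ 1 mM; beta-hydroxybutyryl-CoA 90 uM (all final). 15 min cpd preincubation, RT.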
Casp1 inh: qHTS Assay for Allosteric/Competitive Inhibitors of Caspase-1; P29466; Caspase-1 enzyme, Ac-WEHD-AFC fluorogenic rate; Potency, µM (doses to about 57.5 µM), without a hit: at the top dose activity change, negative = inhibition, most hits filed as inhibitors; actives 0.03% (n = 75,000);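 note: potency is the fitted concentration of half-maximal effect; plate controls were vehicle for no effect and no substrate for full effect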
Luciferase inh: qHTS Assay for Inhibitors of Firefly Luciferase | purified firefly luciferase, luminescence, 8 min | Potency, µM (series often up to 57.1 µM), for the others: top-dose activity change, negative = inhibition, actives largely listed as inhibitors | actives 2.2% (n = 72,000); note: potency is the fitted concentration of half-maximal effect; % is set by controls: 0 for no effect and ±100 for the full control effect; nearly all actives have a fitted effect of over 40% in size
Target sequence (P08659 whole entry, looked up): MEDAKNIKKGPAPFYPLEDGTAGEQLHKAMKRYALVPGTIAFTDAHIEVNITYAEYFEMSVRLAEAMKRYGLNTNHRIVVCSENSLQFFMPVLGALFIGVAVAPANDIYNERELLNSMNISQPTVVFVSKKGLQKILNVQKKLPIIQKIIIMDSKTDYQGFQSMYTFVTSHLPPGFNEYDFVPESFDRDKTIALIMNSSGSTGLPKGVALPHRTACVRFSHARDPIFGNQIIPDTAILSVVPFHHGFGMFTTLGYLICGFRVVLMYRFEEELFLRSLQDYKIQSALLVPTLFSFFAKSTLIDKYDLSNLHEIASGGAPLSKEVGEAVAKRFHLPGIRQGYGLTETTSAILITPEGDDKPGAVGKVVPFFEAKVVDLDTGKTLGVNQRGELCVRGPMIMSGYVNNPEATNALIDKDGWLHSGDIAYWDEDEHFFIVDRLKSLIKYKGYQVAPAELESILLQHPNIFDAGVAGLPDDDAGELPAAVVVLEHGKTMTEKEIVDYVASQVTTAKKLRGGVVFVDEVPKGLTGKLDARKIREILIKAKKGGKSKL
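Inhibition of light generation by firefly luciferase from ATP and luciferin was profiled with concentration-response curves per sample, ATP held at 10 uM within the enzyme's linear range. Plates were read by luminescence after an 8-minute ambient incubation.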
ERK AVP block: qHTS Assay for Inhibitors of the ERK Signaling Pathway using a Homogeneous Screening Assay; HEK293-V1b, vasopressin-stimulated pERK AlphaScreen; Potency, µM (titrated, usually from 57.5 µM), for the others: at the top dose activity, negative = inhibition, hits mostly inhibitors; actives 0.99% (n = 72,000); note: potency is the fitted concentration of half-maximal effect; % is set by controls: 0 for no effect and ±100 for the full control effect; nearly all actives have a fitted effect of over 55% in size
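HEK293 cells stably expressing V1b receptor, preincubated 30 min at 37 °C with compound, then stimulated 5 min with 25 nM vasopressin. Phospho-ERK by AlphaScreen SureFire after 5 h RT; normalized to DMSO and vasopressin; AC50 by Hill fit.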
Rhodamine fluor: qHTS Assay for Spectroscopic Profiling in Rhodamine Spectral Region; max dye-equivalent concentration, M; AID 594, 2007; Rhodamine-region fluorescence, 547/598 nm, Tris buffer; active compounds read high; actives 0.05% (n = 59,000); in the data active = max dye-equivalent concentration above about 11 nM; inconclusive = between about 1.1 nM and that limit
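Read-out is relative fluorescence at 547 nm excitation and 598 nm emission, expressed as dye-equivalent concentration using rhodamine standards on every plate. Each compound was profiled across a concentration series after 15 min in 100 mM Tris, pH 8.0.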
Tau filament bind: qHTS Assay for Tau Filament Binding; Microtubule-associated protein tau (Homo sapiens), P10636; recombinant tau filaments, thioflavin S fluorescence, 15 h; filaments grown with octadecylsulfate alongside compound; Potency, µM (doses to about 57.1 µM), for inactives: at the highest dose activity change, negative = inhibition; actives 2% (n = 71,000); AID 596, 2007;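 note: potency is the fitted concentration of half-maximal effect; % is set by controls: 0 for no effect and ±100 for the full control effect; actives lower thioflavin S fluorescence by blocking filaments or displacing dye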
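His-tagged recombinant human tau (exons 2, 3, 10; 1 uM final) fibrillized with 30 uM sodium octadecylsulfate, 15 h at 37 C, in pH 7.4 HEPES buffer with 10 uM thioflavine S and 5 mM DTT. Reduced ThS fluorescence (450/510 nm) marks activity.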
Starred values were filed as active, the others as inactive; i = inactive; ? = inconclusive; . = not tested or not shown; [ ] = dose if it differs, or a comment. Unless noted, calls come from the whole dose curve; as a rule, active = well fitted curve in the direction sought with a large enough effect; inconclusive = small, poorly fitted or top-dose-only effect, or another doubt; inactive = no such curve, though single readings can be large; an effect the other way counts as inactive or inconclusive. An excerpt, so the mix of outcomes need not match the whole.

Values run as follows: Casp7 inh	Texas Red fluor	USP2a inh	Fluorescein autfl	HEK293 cAMP ctrl	HADH2 inh	Casp1 inh	Luciferase inh	ERK AVP block	Rhodamine fluor	Tau filament bind
COc1ccccc1CN1C(=O)[C@@H]2C(CCC(N)=O)NC3(C(=O)Nc4c3ccc(Cl)c4C)[C@@H]2C1=O (some centres not stated)
→ 0%	i	58%[activator]	?	-2%	8%	-2%	2%	8%	i	-6%
NS(=O)(=O)c1ccc(N=Nc2nc3[nH]c(=O)[nH]c(=O)c3[nH]2)cc1
→ 4%[11.5 µM]	i	.	i	1%[11.4 µM]	-16%[11.4 µM]	-2%[11.5 µM]	1%[11.4 µM]	38%[activator][11.5 µM]	i	-1%[11.4 µM]
COC(=O)c1nc2nc(C)cc(C(F)(F)F)n2n1
→ 0%	i	3%	i	3%	5%	-2%	1%	3%	i	4%
c1ccc(Cn2nnnc2C(c2ccccc2)N2CCN(c3nc4ccccc4s3)CC2)cc1 (configuration not stated)
→ -4%	i	.	i	11%	16%	1%	5%	33%[activator]	i	-4%
COc1ccc(N2CCN(Cc3cc(=O)oc4c3ccc3ccccc34)CC2)cc1
→ -1%	i	7%	?	-9%	8%	-1%	3%	-10%	i	-14%
O=C(Oc1cccc2c(=O)[nH]ccc12)c1ccccc1
→ -2%	i	0%	i	-2%	9%	0%	3%	-25%	i	2%
O=C(Cc1ccccc1)N1CCC(c2nc3ccccc3[nH]2)CC1
→ 0%	i	-8%	i	3%	4%	1%	1%	9%	i	-6%
CCc1cc2cc3c(cc2nc1SCC(=O)Nc1cc(C)on1)OCO3
→ 6%	i	-14%	?	?	2%	-1%	-19%	10%	i	48%
CCOC(=O)c1c(NC(C)=O)sc2c(O)cccc12
→ -3%	i	-2%	i	25%	-8%	-2%	3%	-4%	i	9%
COc1ccc(N2C(=O)CSC2c2ccc3c(c2)OCO3)c(OC)c1 (configuration not stated)
→ 0%	i	5%	i	16%	-10%	1%	2%	?	i	2%
Cc1[nH]c(=O)[nH]c(=O)c1S(=O)(=O)NCCc1ccc(S(N)(=O)=O)cc1
→ -3%	i	4%	i	1%	-8%	2%	-1%	11%	i	0%
CCOc1ccc2[nH]c(=O)c(CN(Cc3cccs3)Cc3nnnn3C(C)(C)CC)cc2c1
→ 1%	?	10%	?	20µM*	3%	-4%	-34%	-14%	i	17%
CC1(C)CC(O)C(C)(C)N1O (configuration not stated)
→ 0%	i	-10%	?	7%	3%	-2%	0%	2%	i	-9%
CCOC(=O)c1ccc(NC(=O)CC2C(=O)N(c3ccc(F)cc3)C(=O)N2CCCOC)cc1 (configuration not stated)
→ -4%	i	14%	i	-8%	4%	0%	-8%	-16%	i	4%
COc1ccc(CN2CC(C(=O)NCc3ccccn3)CC2=O)cc1 (configuration not stated)
→ -2%	i	-1%	i	-3%	-4%	-3%	6%	-3%	i	-3%
CCN(Cc1cc2ccc(C)cc2[nH]c1=O)C(=O)c1cccnc1
→ -2%	i	1%	i	1%	8%	2%	3%	-14%	i	-7%
CSc1nnc(NC(=O)c2ccc(C)c(S(=O)(=O)N3CCOCC3)c2)s1
→ 2%	i	3%	i	0%	-5%	1%	3%	-19%	i	49%
OCCNc1nc(OCC(F)(F)F)nc(N2CCN(C34CC5CC(CC(C5)C3)C4)CC2)n1
→ 3%	i	23%	i	14%	4%	-1%	3%	15%	i	11%
Cc1n[nH]c(C)c1S(=O)(=O)N1CCCC(C(=O)NC2CCCCC2)C1 (configuration not stated)
→ 0%	.	.	.	10µM*	-23%	-2%	1%	-5%	.	-3%
c1ccc(NCCCNc2ccccc2)cc1
→ 0%	i	-2%	?	-7%	-1%	0%	0%	-4%	i	-27%
COc1ccc(C(=O)Nc2c(N)nc(SCC(=O)N3CCC(C)CC3)[nH]c2=O)cc1OC
→ -3%	.	.	.	21%	?	-4%	2%	.	.	-20%
Cc1cccc(NC(=O)Nc2ccc(C#N)cc2)n1
→ 0%	.	.	.	7%	8%	0%	-12%	-1%	.	118%
CCC(Sc1ncccc1C(=O)OCCN1CCCC1=O)C(=O)NCc1ccco1 (configuration not stated)
→ -3%	i	-5%	i	10%	?	-2%	3%	-15%	i	11%
CCCn1nnnc1NCc1ccccc1OCc1ccc(F)cc1
→ -1%	i	-4%	i	?	-7%	1%	3%	2%	i	5%
COc1cccc(C(=O)NCCC2=CCCCC2)c1OC
→ 1%	i	8%	i	23%	8%	-3%	-3%	3%	i	-4%
O=C(c1ccc(S(=O)(=O)Nc2ccccc2)cc1)N1CCOCC1
→ 0%	i	-5%	i	9%	16%	-2%	0%	-6%	i	-4%
Cc1c(Cl)cccc1NC(=O)c1cc(-c2ccc(O)cc2)on1
→ -4%	.	.	.	6%	-18%	-4%	-4%	-3%	.	186%
COc1ccccc1CCC(=O)Nc1nc2ccccc2[nH]1
→ -1%	i	8%	i	?	-5%	-1%	?	11%	i	0%
Cn1c(COc2ccccc2)nnc1SCCC(=O)Nc1ccccc1
→ -3%	i	-2%	?	3%	3%	-2%	2%	4%	i	-3%
CC1Cc2ccccc2N1C(=O)CSc1nnnn1Cc1ccccc1 (configuration not stated)
→ 1%[0.00368 µM]	i	-1%	?	24%	-3%	-3%	2%	17%	i	1%
Cc1csc(NC(=O)CCc2nc3ccccc3s2)n1
→ -6%	i	23%	i	?	?	-6%	-28%	-27%	i	?
COc1ccc2oc(=N)c(C(=O)Nc3ccccc3)cc2c1
→ -26%	i	-2%	?	20%	2%	?	32µM*	-4%	i	-12%
Cn1c(C(=O)N2CCCCCC2)cc2c(=O)n(C)c3ccccc3c21
→ -2%	.	.	.	-1%	-16%	1%	-7%	-24%	.	20%
COc1cccc2cc(-c3nnc(SCC(=O)Nc4cc(C(F)(F)F)ccc4Cl)n3N)oc12
→ -1%	i	26%	i	25µM*	4%	-1%	2%	-10%	i	422%
Cc1ccc(S(=O)(=O)N2CCN(C3CC(=O)N(Cc4ccccc4)C3=O)CC2)cc1C (configuration not stated)
→ -6%	i	31%[activator]	i	4%	-8%	-3%	1%	9%	i	-9%
CC(NS(=O)(=O)c1ccc(Br)cc1)C(N)=O (configuration not stated)
→ 0%	i	-1%	i	-3%	1%	1%	4%	-14%	i	-8%
CC(=O)c1cccc(NC(=O)NCc2cccnc2)c1
→ 1%	?	0%	i	6%	-1%	1%	0%	-4%	i	3%
Cc1ccc(NC(=O)Cn2c(=O)n(CCCC(=O)NCc3ccco3)c(=O)c3ccccc32)cc1
→ -1%	i	-4%	?	8%	6%	2%	6%	-9%	i	294%
O=C(CS(=O)(=O)Cc1ccccc1)Nc1ccccn1
→ -1%	i	-4%	i	1%	-16%	0%	0%	-3%	i	0%
FC(F)(F)c1ccccc1-c1nc(NCc2cccs2)c2ccccc2n1
→ -9%	i	110%[activator]	i	?	9%	-8%	-2%[2.29 µM]	15%	i	-5%
CCCCn1c(CCNC(=O)CCC)nc2ccccc21
→ 2%	.	.	.	7%	8%	-2%	3%	.	.	-6%
Cc1cc(C)c2[nH]c(=O)c(=O)[nH]c2c1
→ -1%	i	5%	?	-3%	-11%	4%	2%	-9%	i	-8%
CC(=O)Nc1ccc(S(=O)(=O)Nc2nc3c(s2)CCCC3)cc1
→ 0%	.	3%	.	-3%	?	-4%	0%	14%	.	-10%
c1ccc(Oc2ccccc2)cc1
→ 1%	.	.	.	-32%[inhibitor]	4%	0%	.	-1%	.	12%
CC(=O)Nc1ccc(S(=O)(=O)N(Cc2ccco2)CC2CCCO2)cc1 (configuration not stated)
→ 0%	i	-4%	?	8%	5%	-2%	3%	-13%	i	-20%
COc1cc(/C=C/C2=NC(=O)C(C)(C)O2)ccc1O
→ -7%	i	-8%	3e-08M*	-10%	-4%	-9%	3%	?	i	10%
